Assay outcomes as filed in PubChem BioAssay.
MCL1-BIM inh: MCL1-BIM-BH3 interaction inhibition (human); GST-MCL1 / FITC-Bim-BH3 fluorescence polarization; inhibition, % at 10.9 µM; actives 0.68% (n = 320,000); AID 2057;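 active = inhibition above the mean inhibition of all tested compounds plus 3 SD, set per campaign, cut at about 40% in these data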;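 note: 0% = DMSO wells and 100% = unlabeled Bim-BH3 peptide control; higher means more loss of mP so more displacement of Bim peptide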
ZTA counter: blocks Epstein-Barr virus ZTA, an EBNA-1 counter-screen. P03206. ZTA-DNA binding, fluorescence polarization. inhibition, % at 11 µM. actives 0.15% (n = 320,000); in the data active = inhibition above about 33%
Target sequence (P03206 whole entry, looked up): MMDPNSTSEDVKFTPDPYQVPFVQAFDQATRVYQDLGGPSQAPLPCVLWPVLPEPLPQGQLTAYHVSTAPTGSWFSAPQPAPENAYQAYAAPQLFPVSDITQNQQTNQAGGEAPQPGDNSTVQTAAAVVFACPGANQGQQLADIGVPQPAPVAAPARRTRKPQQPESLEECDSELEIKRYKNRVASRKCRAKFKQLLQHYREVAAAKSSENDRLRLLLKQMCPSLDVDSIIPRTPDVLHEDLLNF
EBNA-1 inhibitor: blocks EBNA-1 binding to DNA; EBNA-1 DNA binding, fluorescence polarization; inhibition, % at 14.8 µM; actives 0.34% (n = 300,000); in the data active = inhibition above about 28%
MEX-5 binding: C. elegans MEX-5 TCR-2 RNA binding activity. AID 1832. actives 0.38% (n = 300,000). MEX-5/FITC-TCR2 RNA binding, fluorescence polarization; stronger effect = lower value. activity score (negative = inhibition of binding), % at 10 µM. Q9XUB2;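 active = inhibition past about -25% in most replicates, and total fluorescence under double the plate's negative control median, limit read from the data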;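 note: 0% = DMSO and -100% = 5 µM competing unlabeled TCR2 RNA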
Fam108B counter: counter-screen for RBBP9 inhibitors: inhibitors of mouse Fam108B; inhibition, % at 9.51 µM; AID 1947; recombinant Fam108B, FP-Rh probe fluorescence polarization; actives 0.33% (n = 300,000);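 active = inhibition above the screen mean inhibition plus 3 SD, computed separately per campaign, cut at about 18% in these data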;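 note: inhibitors lower polarization as less probe binds the enzyme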
Bcl-xL primary: Bcl-xL (human) inhibition; actives 0.7% (n = 320,000); Q07817; GST-Bcl-xL / FITC-Bim BH3 peptide fluorescence polarization; inhibition, % at 10.9 µM;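 active = inhibition above the mean of all tested compounds plus 3 SD, cutoff set per campaign, cut at about 30% in these data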;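 note: 0% = DMSO wells and 100% = unlabeled Bim-BH3 peptide competitor; inhibitors lower millipolarization by displacing the labeled peptide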
Target sequence (Q07817 whole entry, looked up): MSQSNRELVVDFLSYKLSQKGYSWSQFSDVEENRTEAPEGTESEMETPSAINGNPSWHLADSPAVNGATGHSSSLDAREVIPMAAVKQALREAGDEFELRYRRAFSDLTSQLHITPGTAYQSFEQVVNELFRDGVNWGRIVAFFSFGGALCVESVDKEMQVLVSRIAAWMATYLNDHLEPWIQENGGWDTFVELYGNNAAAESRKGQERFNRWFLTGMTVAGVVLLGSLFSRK
Efflux pump inh: blocks antifungal efflux pumps in multiplex yeast assay; S. cerevisiae Candida pump triplex, Nile Red efflux; inhibition, % at 10 µM; actives 0.44% (n = 330,000);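 active = plate passing quality check with inhibition over a set limit, or well fluorescence over plate mean plus 4 SD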;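 note: Nile Red retained in pooled yeast measured as flow cytometry median fluorescence; 0% = buffer negative control and 100% = Enniatin B positive control; higher means more Nile Red kept so more efflux inhibition; some compounds called inactive have numbers as strong as hits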
GLD-1 RNA inh: GLD-1-TGE RNA interaction inhibition (C. elegans); purified GLD-1 + fluorescein TGE RNA, fluorescence polarization; inhibition, % at 5.96 µM; actives 0.44% (n = 320,000); AID 2280;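 active = percent inhibition above a per-plate cutoff, the plate mean of test compounds plus 3 SD, cut at about 30% in these data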;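 note: 0% = DMSO wells with GLD-1 and probe and 100% = wells lacking GLD-1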
Target sequence (Q17339 whole entry, looked up): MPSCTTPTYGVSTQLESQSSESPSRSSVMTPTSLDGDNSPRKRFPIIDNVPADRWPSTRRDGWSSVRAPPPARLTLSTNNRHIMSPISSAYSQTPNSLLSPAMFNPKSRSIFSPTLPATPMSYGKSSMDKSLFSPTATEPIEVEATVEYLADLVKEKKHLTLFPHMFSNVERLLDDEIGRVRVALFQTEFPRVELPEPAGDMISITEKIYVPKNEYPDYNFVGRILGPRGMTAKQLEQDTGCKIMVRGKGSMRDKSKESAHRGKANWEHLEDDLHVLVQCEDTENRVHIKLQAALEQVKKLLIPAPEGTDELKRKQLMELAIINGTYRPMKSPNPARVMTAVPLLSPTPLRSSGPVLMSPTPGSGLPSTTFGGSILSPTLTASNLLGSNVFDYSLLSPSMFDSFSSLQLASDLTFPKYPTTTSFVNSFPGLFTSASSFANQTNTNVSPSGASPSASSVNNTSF
Yeast superoxide: lowers age-related superoxide in aged yeast cells | S. cerevisiae aged cells, superoxide DHE fluorescence; stronger effect = lower value | superoxide response (% of plate mean), % at 10 µM | actives 0.18% (n = 330,000) | AID 2690;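 active = superoxide response under a set limit, about three screen SD below normal, cut at about 65% in these data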;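 note: yeast aged for seven days with compound at 30 °C before DHE staining; 100% = average MFI of all compound-treated wells on the plate with controls excluded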
Active calls of the source: *; i = inactive; nt = no result given.

canonical_smiles | EBNA-1 inhibitor | MCL1-BIM inh | Yeast superoxide | GLD-1 RNA inh | Fam108B counter | Bcl-xL primary | Efflux pump inh | ZTA counter | MEX-5 binding
CCc1ccc(Oc2cc(Cl)nc(N)n2)cc1 | -7 | 4 | 87 | -5 | 2 | 4 | 0.6 | -3 | -0.8
Cn1nc(-c2ccc(Cl)cc2)nc2c(=O)n(C)c(=O)nc1-2 | -21 | 96* | i | 78* | 71* | 90* | 0.0 | 49* | -41*
COc1ccc(-n2nc(C(=O)NCC(=O)NC3CCCCCC3)c3ccccc3c2=O)cc1OC | -12 | -2 | 94 | -10 | 4 | -4 | 0.1 | -9 | -4.4
C/C(=N/NC(=O)CNC(=O)c1ccccn1)c1ccc([N+](=O)[O-])cc1 | -2 | 12 | 105 | -1 | -1 | 5 | 0.0 | -8 | 2.7
Cc1c(NC(=S)NC(=O)CC(C)C)c(=O)n(-c2ccccc2)n1C | -3 | -2 | 89 | 2 | 0 | 3 | 0.0 | -3 | -1.6
CCN(CC)CCCNC(=O)c1cc2c(=O)n(C)c3ccccc3c2n1C | -2 | 1 | 94 | -5 | 8 | 2 | 0.0 | 0 | 0.0
Cc1ccccc1-n1c(CSC(=N)N)nc2ccccc2c1=O | -1 | 1 | 102 | -8 | -3 | 2 | 0.2 | -2 | 0.2
CCOC(=O)N1CCN(C(=O)c2oc3ccc(S(=O)(=O)N4CCCCCC4)cc3c2C)CC1 | -2 | 5 | 97 | -3 | 2 | 3 | -0.1 | -12 | -1.4
COCCCNC(=O)CN1C(=O)COc2ccc(S(=O)(=O)N3CCOCC3)cc21 | 9 | 8 | 95 | 0 | 0 | 4 | -0.1 | 6 | -0.7
COc1cccc(C(=O)N(C)c2nnc(-c3ccncc3)s2)c1 | 3 | 0 | 74 | 5 | -5 | 3 | 0.1 | -5 | 0.4

Complete entries as entered above. Values in the order: EBNA-1 inhibitor	MCL1-BIM inh	Yeast superoxide	GLD-1 RNA inh	Fam108B counter	Bcl-xL primary	Efflux pump inh	ZTA counter	MEX-5 binding
Shown for Cn1nc(-c2ccc(Cl)cc2)nc2c(=O)n(C)c(=O)nc1-2 → -21	96*	i	78*	71*	90*	0.0	49*	-41*
Shown for C/C(=N/NC(=O)CNC(=O)c1ccccn1)c1ccc([N+](=O)[O-])cc1 → -2	12	105	-1	-1	5	0.0	-8	2.7

Next section:
canonical_smiles | EBNA-1 inhibitor | MCL1-BIM inh | Yeast superoxide | GLD-1 RNA inh | Fam108B counter | Bcl-xL primary | Efflux pump inh | ZTA counter | MEX-5 binding
Cc1cc(N2CCCC2=O)cc(C)c1S(=O)(=O)Nc1c(C)nn(C)c1C | 3 | -2 | 91 | 5 | 6 | 6 | -0.2 | -2 | -0.5
COc1ccc(/C=C/C2=CC(C)(C)NC(=S)N2)c(OC)c1 | -17 | -7 | 111 | -10 | 2 | -6 | 0.0 | -10 | -0.4
COc1ccc2c(c1)CCC/C2=N\NC(=O)c1ccoc1C | -1 | 0 | 113 | 7 | 3 | 5 | -0.2 | -19 | 0.8
COc1ccc(S(=O)(=O)NCc2ccc(C(=O)N3CCc4ccccc4C3)cc2)cc1 | 6 | 17 | 96 | 5 | 4 | 8 | 0.0 | 0 | 1.9
CC(=C/c1ccc(C(C)C)cc1)/C=N/NC(=O)Cn1nnnc1N | -8 | 10 | 94 | 4 | -1 | 3 | 0.3 | -4 | -2.3
COc1ccc([C@H]2/C=C\CN(S(=O)(=O)c3ccc4ccccc4c3)[C@@H](C)C(=O)N2Cc2ccc(F)cc2)cc1 | -12 | 1 | 101 | 6 | 0 | 0 | 0.0 | -12 | 2.4
O=C(Cc1ccccc1)Nc1ccc(NC(=O)c2ccco2)cc1Cl | -3 | 2 | 113 | 3 | -4 | 2 | -0.2 | -10 | -4.2
Cc1cc(C)n2ncc(/C(N)=N/OC(=O)Nc3ccccc3)c2n1 | 4 | -5 | 104 | -1 | 2 | 2 | -0.1 | 0 | -1.3
CC(=O)C1=C(O)C(=O)N(c2ccc(S(=O)(=O)Nc3nccs3)cc2)C1c1ccc(F)cc1 (centres undefined) | -2 | -3 | 98 | 2 | 5 | 5 | -0.1 | -15 | nt
COc1ccc(C(=O)NNC(=O)COC(=O)c2sccc2C)cc1 | nt | -6 | 86 | 3 | nt | -1 | -0.2 | -18 | nt
Cc1ccc(C(=O)NCC(=O)N(C)CC(=O)Nc2ccccc2Br)s1 | nt | 4 | 80 | 0 | nt | 6 | -0.1 | -16 | nt
COC(=O)/C=C1\N/C(=N\c2nc(C)cc(C)n2)N(c2ccc(C)c(C)c2)C1=O | 8 | 1 | 92 | 2 | 3 | 0 | 0.0 | 5 | -2.2
O=C(COC(=O)c1ccc(CO)cc1)NCc1cccs1 | -12 | -5 | 105 | 4 | 3 | -4 | 0.5 | -8 | 0.6
COc1ccc(C(=O)Nc2ccccc2-c2nnn(CC(=O)Nc3ccc4c(c3)OCCO4)n2)cc1 | 6 | 9 | 94 | 3 | 1 | 4 | 0.0 | 0 | 2.2
O=S(=O)(NC1=NCCCCC1)c1cccs1 | 2 | 2 | 84 | 4 | 2 | 2 | -0.1 | -8 | 0.3
COc1ccc(C(=O)Nc2ccccc2C(=O)NC(Cc2ccc(O)cc2)C(=O)NNC(=O)c2ccc(C)cc2)cc1 (centres undefined) | -9 | 7 | 106 | 0 | -5 | 5 | 0.0 | -30 | -1.7
CCOCC(=O)Nc1nc2ccccc2s1 | 5 | 0 | 85 | -2 | -2 | -2 | 0.1 | 12 | -0.5
CC(C)=CC(=O)O[C@H]1[C@@H]2[C@H](C)C(=O)O[C@@H]2C[C@@H](C)[C@@H]2[C@@H](O)CC(=O)[C@]21C | 10 | -5 | 104 | 1 | 1 | -2 | -0.1 | -4 | -1.2
O=C(N=Nc1c(O)[nH]c2ccc(Br)cc12)c1cc(-c2cccc3ccccc23)n[nH]1 | -6 | 9 | 100 | 10 | -8 | 2 | -0.2 | -21 | 2.5
Cc1ccc(S(=O)(=O)N2CCOCC2)cc1NC(=O)CSc1cccc[n+]1[O-] | 5 | -6 | 109 | -4 | -3 | 3 | 0.3 | -8 | nt
CCOC(=O)N1CCN(C(=O)CN(C)S(=O)(=O)c2ccc(OCC)cc2)CC1 | -13 | 3 | 94 | -4 | 1 | 2 | 0.0 | 3 | -3.4
COc1ccccc1C(=O)NCC(=O)OC(C)C(=O)NC(=O)NC1CCCCC1 (centres undefined) | -4 | -2 | 95 | -1 | 4 | 4 | 0.0 | -11 | 1.0
Cc1c(CC(=O)N2CCC(C(N)=O)CC2)c(=O)oc2cc3c(cc12)CCC1(CCCCC1)O3 | -6 | 4 | 102 | 9 | 5 | 2 | 0.0 | -19 | 3.4
N#CC1=C(N)Oc2cc(O)ccc2C1C1CCCCC1 (centres undefined) | -1 | 3 | 105 | 3 | 5 | 5 | 0.2 | -1 | 2.0
COc1ccc(/C=C(\C#N)C(=O)Nc2cc(S(=O)(=O)N3CCCCC3)ccc2N2CCCCC2)cc1 | 1 | -6 | 113 | -8 | -4 | 2 | 0.5* | 2 | 1.4
Cc1cccc(C2c3[nH]c4ccccc4c3CCN2C(=O)c2noc3c2CCCC3)n1 (centres undefined) | -17 | -3 | 92 | 9 | 0 | -3 | 0.3 | -11 | -0.7
CC1CN(S(=O)(=O)c2cccc(C(=O)NCc3ccco3)c2)CC(C)O1 (centres undefined) | nt | 8 | 87 | -8 | nt | 1 | -0.2 | -2 | nt
CCOCCOC(=O)NCCCCCCNC(=O)OCCOCC | 0 | -5 | 93 | -6 | -3 | -3 | 0.1 | 3 | 0.1
Cc1cc(NS(=O)(=O)c2ccc(NC(=O)Nc3cccc(Cl)c3)cc2)no1 | 12 | 4 | 113 | 0 | -5 | 6 | 0.0 | -5 | 0.8
C=C1C(C(=O)N2CCOCC2)C1C(=O)N1CCOCC1 (centres undefined) | -5 | -3 | 103 | 5 | -6 | 1 | 0.0 | -11 | 0.0
CN1CCN(C(=O)c2cc3c(n(-c4ccccc4)c2=O)CC(C)(C)CC3=O)CC1 | 0 | 8 | 94 | 4 | 5 | 10 | -0.1 | -12 | 1.4
CC/C(=N\NC(=O)c1nnn(-c2nonc2N)c1-c1ccc2c(c1)OCO2)c1ccccc1 | 1 | 1 | 125 | 6 | -2 | -1 | -0.1 | 9 | 0.2
COc1ccc(C(=O)NCc2nnc(SCC(=O)Nc3cc(C)on3)o2)cc1OC | 4 | 4 | 101 | -3 | 5 | 2 | 0.3 | 5 | 1.1
CCOC(=O)c1cc(-c2ccc(OC(F)F)cc2)nc2nc(SC)[nH]c(=O)c12 | 11 | 7 | 91 | 1 | -1 | 7 | -0.2 | -2 | -0.6
O=C(CCCC(=O)N(CC(=O)NC1CCCCC1)c1ccc(F)cc1)Nc1ccccn1 | -6 | 2 | 89 | 1 | 8 | 3 | -0.1 | -5 | 1.2
Nc1nc(Nc2ccccc2)nc(NCc2ccccc2)c1[N+](=O)[O-] | -1 | -2 | 92 | 6 | 2 | 0 | -0.4 | 1 | -3.2
CCOC(=O)c1c(C)[nH]c(C)c1C(=O)CN1C(=O)NC2(CCC(C)CC2)C1=O (centres undefined) | 5 | -16 | 101 | 3 | -2 | -4 | -0.1 | -18 | 0.6
Cc1csc(CN(C)C(=O)CC2C(=O)NCCN2Cc2ccc(-c3ccccc3)cc2)n1 (centres undefined) | 1 | 12 | 93 | 5 | 5 | 9 | -0.1 | -13 | 4.2
Cc1ccc(C(=O)NCCSCc2ccccc2)cc1[N+](=O)[O-] | -8 | 6 | 113 | 1 | -1 | -1 | 0.1 | -32 | -0.3
CC(C)C(c1nnnn1C1CCCCC1)N1CCOCC1 (centres undefined) | 6 | 1 | 97 | 5 | 2 | 1 | 0.0 | 8 | 0.7
COc1ccc(CC(=O)OCN2C(=O)c3ccccc3C2=O)cc1OC | -4 | -1 | 98 | -6 | 1 | 1 | -3.4 | 4 | 0.4
Cc1ccc2c(c1)c1ncnc(N3CCN(c4ccccc4)CC3)c1n2C | 5 | 11 | 112 | 4 | 1 | 9 | 0.2 | 8 | nt
CCCc1[nH]nc2c1C(C1CCCCC1)C(C#N)=C(N)O2 (centres undefined) | -2 | -4 | 96 | 5 | -2 | -2 | 0.1 | -5 | 1.3
Cc1c(C(=O)OC(C)C)sc(NC(=O)c2cccnc2)c1C#N | 13 | -6 | 102 | -1 | 8 | 0 | -0.3 | -10 | -2.5
CC1(c2ccc3c(c2)OCO3)NC(=O)N(CC(=O)c2ccc[nH]2)C1=O (centres undefined) | -2 | 2 | 91 | 7 | 4 | -1 | -0.1 | -9 | -1.5
CCOC(=O)c1cnc(-n2nc(C)cc2C)nc1NC1CCCC1 | -11 | 7 | 117 | 2 | 0 | 0 | 0.2 | 0 | 5.6
O=C(CCN1CCOCC1)c1ccc(Cl)cc1 | 13 | 13 | 100 | -3 | 1 | 4 | 0.1 | 23 | -3.3
Cc1ccc(-n2c(C)cc(C(=O)COC(=O)c3ccc[nH]c3=O)c2C)cc1 | 17 | -8 | 82 | -2 | 1 | 1 | -0.3 | 17 | 1.0
O=C(Nn1cnnc1)c1cccc(S(=O)(=O)N2CCOCC2)c1 | -8 | 0 | 110 | -1 | -2 | 5 | 0.0 | 0 | -0.4
Cn1c2c(c(=O)n(C)c1=O)C1c3ccccc3OCC1C(C)(C)O2 (centres undefined) | 4 | 6 | 92 | 3 | 1 | 4 | 0.0 | 13 | 1.5
Cc1ccc(NS(=O)(=O)c2cccc(C(=O)NCCCN3CCCC3=O)c2)cc1 | 2 | 0 | 95 | 5 | 2 | 3 | 0.0 | 7 | 0.4
